Giardia killer = kills Giardia lamblia; Giardia lamblia trophozoite viability; activity change, % at 7.66 µM, hits read low; hit rate 0.15% among 340,000; AID 540267; in the data active means activity change below about -80%; inconclusive means between about -30% and that limit;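 further: parasites exposed to compound for two days anaerobically before the ATP read; on the % scale 0 is the no-effect control and ±100 the full control effect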
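ATP-content bioluminescence gauges trophozoite survival. Cells (100/well) receive compound and incubate anaerobically for 48 hrs at 37 deg C; detection reagent follows for 15-30 min at room temperature.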
FBPA coupling cs = coupling enzyme interference in Giardia aldolase counter-screen. coupling enzyme system counterscreen, AmpLite Red fluorescence. activity change, negative = inhibition, % at 58.2 µM, hits read low. hit rate 0.67% among 290,000; in the data active means activity change below about -30%; further: on the % scale 0 is the no-effect control and ±100 the full control effect
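Final compound at 57.5 uM, incubated 10 min at RT with coupling enzyme reagent (glyceraldehyde-3-phosphate), then 20 min with substrate and AmpLite Red detection. Fluorescence read at 525/598 nm; tests interference with the coupling assay, not aldolase inhibition.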
S-ASM inh = inhibitors of human secretory acid sphingomyelinase; placental ASM, HMU-PC fluorogenic substrate, 60 min; hit rate 0.006% among 340,000; Potency, µM (doses to about 57.5 µM), without a hit: top-dose activity change, negative = inhibition, hits mostly inhibitors; further: potency means the concentration at half of the fitted maximal effect
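HMU-PC0 cleavage (9 uM final) by human placental ASM, 60 min at 37 °C following 10 min compound exposure at RT; stopped at pH 10, fluorescence Ex 386/Em 447 nm.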
BCR signal inh = blocks chronic active B-cell receptor signaling. ABC-DLBCL IkBa-CBG/CBR reporter, luminescence ratio, 4 h. Potency, µM (top dose mostly 46.1 µM), inactives show at the top dose ratio change, negative = lower green/red ratio, usual class: inhibitors. hit rate 0.05% among 340,000. AID 493014; active means well fitted inhibition curve with a large enough effect in the signal ratio, with a control signal flat, not every such curve was filed as active; inconclusive means small, poorly fitted or top-dose-only effect, or effect the other way, or a change in a side signal; the % refers to the signal ratio;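 further: potency means the concentration at half of the fitted maximal effect; plate controls were basal doxycycline-induced cells for no effect and cells given 10 µM MG132 for full effect; MG132 reads +100%, hits lower the ratio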
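TMD8 human ABC-DLBCL cells with doxycycline-inducible IκBα–green luciferase fusion and unfused red luciferase, in 0.5% FBS medium; compounds up to 46 uM, 4 h at 37C. Green/red luminescence ratio, filter-overlap corrected, fitted to concentration-response curves.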
PTAP TSG101 blk = blocks PTAP/TSG101 interaction to inhibit HIV-1 budding; Q99816; Fluorescence polarization, FITC-PTAP peptide / Tsg101 binding; Potency, µM (series often up to 115 µM), inactives show top-dose activity change, negative = inhibition, most hits filed as inhibitors; 340,000 tested, under 10 active; active means well fitted inhibition curve with a large enough effect in the main read-out, with a control signal flat, not every such curve was filed as active; inconclusive means small, poorly fitted or top-dose-only effect, or effect the other way, or a change in a side signal; inactive means no such curve, though single readings can be large or run the other way; further: potency means the concentration at half of the fitted maximal effect; % of control where 0% means no effect
Target sequence (Q99816 whole entry, looked up): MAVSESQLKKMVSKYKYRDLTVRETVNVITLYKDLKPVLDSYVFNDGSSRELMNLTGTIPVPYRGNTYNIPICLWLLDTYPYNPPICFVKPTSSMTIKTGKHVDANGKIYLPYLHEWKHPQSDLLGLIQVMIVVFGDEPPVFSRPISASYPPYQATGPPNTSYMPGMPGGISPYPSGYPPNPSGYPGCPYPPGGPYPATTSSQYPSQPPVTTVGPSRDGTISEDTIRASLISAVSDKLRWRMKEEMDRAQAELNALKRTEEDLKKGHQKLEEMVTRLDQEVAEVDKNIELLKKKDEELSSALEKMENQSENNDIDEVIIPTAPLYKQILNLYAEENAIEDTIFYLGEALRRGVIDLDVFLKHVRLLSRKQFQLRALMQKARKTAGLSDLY
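Fluorescence polarization binding of Tsg101 binding domain (10 uM final) to FITC-labeled PTAP peptide (50 nM final) in HEPES pH 7.5 buffer with NaCl, Tween 20, EDTA, TCEP. Compounds added before peptide; binding 20 min at RT.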
Menin-MLL TR inh = displaces Texas Red mutant MLL peptide from human menin; Potency, µM (series often up to 61.6 µM), for inactives: at the top dose FP activity change, negative = inhibition, most hits filed as inhibitors; Menin + Texas Red MLL mutant peptide, fluorescence polarization; AID 1768; O00255; hit rate 0.23% among 270,000; active means well fitted inhibition curve with a large enough effect in the polarisation, with a control signal flat, not every such curve was filed as active; inconclusive means small, poorly fitted or top-dose-only effect, or effect the other way, or a change in a side signal; inactive means no such curve, though single readings can be large or run the other way; the % refers to the polarisation; further: potency means the concentration at half of the fitted maximal effect; % of control where 0% means no effect; many of its hits are not listed in these tables
PKM2 act = activators of human pyruvate kinase M2; purified PKM2, Kinase-Glo ATP luminescence, activation; response scale: 0% is enzyme alone, no compound; P14618; AID 1631; Potency, µM (doses to about 57.5 µM), for inactives: at the top dose activation, most hits filed as activators; hit rate 0.34% among 260,000; further: potency means the concentration at half of the fitted maximal effect; on the % scale 0 is the no-effect control and ±100 the full control effect; nearly all actives have a fitted effect of over 55% in size
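ATP formation by purified human PK-M2, quantified via coupled luciferase luminescence after 1 h at room temperature with 0.1 mM ADP and 0.5 mM PEP final.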
Tb PFK block = inhibitors of T. brucei phosphofructokinase. O15648. T. brucei PFK, ADP-Glo luminescence. Potency, µM (highest dose often 57.5 µM), inactives show at the highest dose activity, negative = inhibition, actives largely listed as inhibitors. hit rate 0.17% among 330,000. AID 485367;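 further: potency means the concentration at half of the fitted maximal effect; 0% = uninhibited 1x PFK enzyme wells and -100% = no-enzyme wells; nearly all actives have a fitted effect of over 60% in size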
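PFK 1.25 nM, F6P 0.5 mM, ATP 0.1 mM, 0.1 M TEA pH 8.0, 5 mM MgCl2, 0.01% Tween20, 0.1% BSA; 45 min RT. ADP-Glo readout. qHTS titration up to 57 uM; curves fitted, compounds curve-classed.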
GALK inhibitor = galactokinase (human) inhibition; P51570; Purified GALK, Kinase-Glo residual ATP luminescence; hit rate 0.007% among 270,000; Potency, µM (highest dose often 57.5 µM), inactives show at the top dose activity change, negative = inhibition, most hits filed as inhibitors; further: potency means the concentration at half of the fitted maximal effect; on the % scale 0 is the no-effect control and ±100 the full control effect
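ATP-depletion format; final 35 uM ATP, 100 uM D-galactose, 5 nM enzyme; pH 8.0 HEPES/Mg2+ buffer; 60 min RT; luminescence read 10 min after detection reagent.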
B2AR arrestin = recruits beta-arrestin to the human beta2-adrenergic receptor; P07550; beta-arrestin recruitment to beta2AR, cell-based reporter; Potency, µM (series often up to 46.1 µM), for the others: top-dose activation, hits mostly activators; hit rate 0.02% among 330,000; AID 492947;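 further: potency means the concentration at half of the fitted maximal effect; 0% = DMSO controls and full agonism = EC100 isoproterenol or metaproterenol; nearly all actives have a fitted effect of over 65% in size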
Target sequence (P07550 whole entry, looked up): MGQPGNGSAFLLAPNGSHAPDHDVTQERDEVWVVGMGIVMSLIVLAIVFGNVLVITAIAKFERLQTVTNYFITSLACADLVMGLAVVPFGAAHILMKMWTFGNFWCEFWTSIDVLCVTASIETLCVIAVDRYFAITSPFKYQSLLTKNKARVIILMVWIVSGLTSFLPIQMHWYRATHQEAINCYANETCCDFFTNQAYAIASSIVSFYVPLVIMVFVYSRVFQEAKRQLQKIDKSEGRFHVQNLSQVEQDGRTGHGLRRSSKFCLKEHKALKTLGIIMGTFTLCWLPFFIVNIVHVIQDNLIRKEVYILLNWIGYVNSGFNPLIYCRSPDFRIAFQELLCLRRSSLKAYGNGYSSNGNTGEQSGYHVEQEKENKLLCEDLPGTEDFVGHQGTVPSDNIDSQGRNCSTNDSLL
Integrin act MD = activates integrin-mediated alleviation for muscular dystrophy | alpha7betagal myoblasts, beta-gal FDG fluorescence, 48 h | Potency, µM (series often up to 38.3 µM), without a hit: at the top dose activation, hits mostly activators | hit rate 0.064% among 350,000;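 further: potency means the concentration at half of the fitted maximal effect; 100% = response of the positive control SU9516; nearly all actives have a fitted effect of over 60% in size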
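alpha7betagal+/- myoblasts (passage 13, 250/well) treated 48 h at 37C with compounds at 1:260 dilution of DMSO stock. Lysed, then beta-galactosidase activity read as FDG fluorescence (ex 480/em 540) after 30 min, with pre-read for autofluorescence.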
Numbers without * were called inactive; ? = inconclusive; . = not tested or not shown; & = joins results of further samples; [ ] = another dose, or the depositor's remark. Unless noted, the call rests on the fitted dose curve; in most records, active means well fitted curve in the direction sought with a large enough effect; inconclusive means small, poorly fitted or top-dose-only effect, or another doubt; inactive means no such curve, though single readings can be large; an effect the other way counts as inactive or inconclusive. An excerpt; the hit share may differ from the screen's.

SMILES	Giardia killer	FBPA coupling cs	S-ASM inh	BCR signal inh	PTAP TSG101 blk	Menin-MLL TR inh	PKM2 act	Tb PFK block	GALK inhibitor	B2AR arrestin	Integrin act MD
COc1ccc(C2/C(=C(\O)c3ccc4c(c3)OCCO4)C(=O)C(=O)N2Cc2cccnc2)cc1 (centres undefined)	14	.	-1%	-5%	5%	.	.	-2%	2%	-0.8%	?
c1ccc2c(c1)[nH]c1c(N3CCN(C4CCCCC4)CC3)ncnc12	-4	0	4%	0%	1%	-9%	0%	-1%	2%	0.4%	-23%
CCOc1ccc(C2CC(=O)c3c([nH]c(C(=O)OC)c3C)C2)cc1OC (centres undefined)	14	2	-1%	.	-5%	19%	0%	.	-1%	.	-3%
Oc1c(CN2CCCCC2)cc(Br)c2cccnc12	7	-26	1%	?	-12%	0%	13%	-6%	-1%	5.0%	?
Cc1cc(SCC(=O)NC(=O)NCc2ccco2)nc2ccccc12	-2	-1	-4%	?	-2%	?	22%	0%	-1%	-0.6%	-22%
O=c1oc2c(-c3ccc([N+](=O)[O-])cc3)cc(O)cc2s1	-27	1	-1%	1%	-1%	.	4%	-9%	-2%	0.1%	?
c1ccc2cc(OCCCn3ccnc3)ccc2c1	-5	-2	2%	8%	-6%	-18%	2%	-6%	-2%	-0.8%	18%
Cc1cc(NC(=O)CSc2cn(CCNC(=O)c3ccc(Cl)cc3)c3ccccc23)no1	-11	1	-11%	?	-3%	-5%	3%	0%	0%	-0.3%	-9%
COc1ccccc1C(=O)Nc1ccc(S(=O)(=O)N2CCCCC2c2cccnc2)cc1 (centres undefined)	19	-1	-6%	?	-1%	.	-3%	0%	1%	0.2%	2%
COc1cccc(C2CC(c3ccc(C(C)C)cc3)n3nc(N)nc3N2)c1 (centres undefined)	1	2	0%	1%	-3%	-2%[11.7 µM]	2%	-7%	1%	0.2%	-10%
CCCC[C@@H](CNC)NC[C@H](Cc1ccc(O)cc1)NCCc1ccc(OCC)cc1	8	3	-2%	?	-2%	-19%	1%	-2%	.	-0.7%	-42%[inhibitor]
CNC(=O)c1[nH]cnc1C(=O)Nc1ccc(OC)cc1	-13	1	-2%	-6%	-2%	.	-14%	-1%	.	-0.7%	26%
O=c1c(-c2ccc(O)cc2)coc2cc(O)cc(O)c12	-24	8&7&7&12	?	?	-3%	7%	-9%	0%	1%	0.3%	-11%
NC(=O)CC1C(=O)N(c2ccccc2)C(=S)N1NC(=O)c1ccc(Br)cc1 (centres undefined)	-11	0	0%	?	-4%	14%	.	?	-2%	-0.9%	-13%
CCOC(=O)C1=C(C)N=C(SC)N(C)C1c1ccccc1 (centres undefined)	6	1	-2%	-17%	-1%	-1%	-2%	2%	3%	-0.2%	-17%
Nc1nc(NCCO)nc(NCc2ccccc2)c1[N+](=O)[O-]	3	0	-10%	?	0%	18%	.	-3%	-4%	0.4%	21%
Cc1cccc(CCNC(=O)CNS(=O)(=O)c2ccc3nc(C)sc3c2)c1	29	.	-1%	0%	-2%	.	.	-4%	-11%	0.0%	-38%
COc1ccc(/C=N/NC(=O)C(Cc2c[nH]c3ccccc23)NC(=O)OCC(C)C)cc1[N+](=O)[O-] (centres undefined)	-26	0	-12%	?	2%	.	0%	1%	-2%	-0.4%	35%
O=C(CNC(=O)c1ccco1)Nc1ccc(N2CCCCCC2)cc1	2	.	-1%	?	-7%	.	.	1%	.	0.1%	26%
COc1cccc(CNC(=O)c2cccc(NC(=O)C3=C(C)OCCS3)c2)c1	4	-2	3%	?	-2%	-17%	4%	5%	.	2.8%	-26%
Clc1ccc(-c2cn3ccccc3n2)cc1	1	-6	5%	?	-1%	-13%	-25%	0%	3%	-0.8%	-12%
COc1ccc(NC(=O)CN(C)CC(=O)Nc2sc3c(c2C#N)CCC3)cc1	5	.	-14%	0%	-5%	.	.	?	.	0.1%	-46%[inhibitor]
CCOC(=O)N1CCN(C(=S)NC(=O)C23CC4CC(CC(C4)C2)C3)CC1	21	3	1%	-2%	-3%	-3%	0%	0%	0%	0.1%	0%
CCOc1ccc(CCNC(=O)c2nn(C)c3c2CS(=O)(=O)c2ccccc2-3)cc1OCC	-2	.	-1%	4%	-3%	.	.	2%	8%	0.4%	22%
CC1CCCN(C(=O)c2nn(C)c3c2CS(=O)(=O)c2ccccc2-3)C1 (centres undefined)	10	3	1%	-4%	-5%	2%	.	0%	2%	-0.3%	6%
New compounds follow:
SMILES	Giardia killer	FBPA coupling cs	S-ASM inh	BCR signal inh	PTAP TSG101 blk	Menin-MLL TR inh	PKM2 act	Tb PFK block	GALK inhibitor	B2AR arrestin	Integrin act MD
Cc1occc1-c1nnc(SCC(=O)N2CCOCC2)o1	-5	1	4%	-1%	-8%	-8%	-15%	-2%	-4%	0.0%	-19%
COc1ccc(S(=O)(=O)N2CCOCC2)cc1NC(=O)CSc1cc(C)ccc1C	-1	.	-4%	2%	-2%	.	.	-5%	.	0.0%	30%
CCOC(=O)c1c(CN(C)C)oc2cc(CN(C)C)c(O)c(CSc3ccccc3)c12	-1	-3	-2%	?	-2%	-4%	-10%	-3%	4%	-0.7%	-10%
CC(=O)NCCc1ccc(S(=O)(=O)NCc2ccc3c(c2)OCO3)cc1	-7	-1	1%	5%	-5%	2%	-5%	-3%	-5%	0.0%	-18%
CC(=O)c1cccc(CN2CCC(n3nccc3NC(=O)CCCc3ccccc3)CC2)c1	-16	2	1%	-7%	.	-2%	0%	0%	-1%	0.6%	8%
CC(C)(C)N/N=C1\CC(c2ccccc2)Oc2ccccc21 (centres undefined)	-7	-4	-11%	?	-4%	-19%	0%	-1%	4%	-0.1%	0%
O=C(O)CN1C(=O)/C(=C\c2cccc(OCc3ccccc3F)c2)SC1=S	-1	15	-3%[11.5 µM]	4%	-7%	?	.	1%	.	-1.1%	3%
O=C(CS(=O)CC(=O)N(CC(=O)NC1CCCC1)c1ccc2c(c1)OCCO2)Nc1ccc(F)cc1 (centres undefined)	16	-4	-2%	0%	-2%	?	-19%	-3%	3%	-0.6%	-4%
COc1ccc(NC(C#N)c2ccccc2OCc2ccccc2)cc1 (centres undefined)	4	-1	10%	?	-3%	9%	2%	-10%	1%	-0.3%	-6%
N=c1c2c(n(Cc3ccccc3)c3c1CCC3)CCC2	15	0	-4%	4%	-5%	-1%	-1%	-2%	1%	0.4%	-52%[inhibitor]
Cc1cc(NC(=O)CS(=O)(=O)c2cn(Cc3ccccc3Cl)c3ccccc23)no1	-13	0	-15%	?	-6%	-17%	-3%	-4%	-2%	0.2%	-22%
COc1cccc(C2=CC(=O)C[C@H](c3ccc(F)cc3)C2)c1OC	-24	.	2%	0%	-1%	.	.	0%	.	-0.3%	-5%
Nc1nonc1-n1nnc(C(=O)N/N=C/c2cccnc2)c1CSc1ccc(Cl)cc1	-7	-4	?	?	-3%	?	.	2%	-4%	0.1%	-23%
O=C(c1cccc(S(=O)(=O)N2CCCCCC2)c1)N1CCN(c2ccccc2F)CC1	6	.	.	4%	-2%	.	1%	-2%	4%	0.5%	7%
CCc1cc(C(=O)N/N=C/c2ccc(O)cc2)c2ccccc2n1	0	-2	-1%	?	-1%	-14%	2%	0%	1%	0.1%	-2%
Cc1ccc(-n2nnnc2-c2cnc3cc4c(cc3c2C)OCO4)cc1	5	2	-5%	?	-9%	9%	8%	2%	-6%	-0.1%	-52%
CCN(CC)S(=O)(=O)c1ccc(NC(=O)COc2cccc(-n3cnnn3)c2)cc1	6	.	-3%	0%	-6%	.	.	0%	.	-0.5%	15%
C#CCN1C(=O)C(O)(CC(=O)c2cc(OC)ccc2OC)c2ccccc21 (centres undefined)	-6	2	0%	1%	1%	0%	4%	-1%	-1%	-0.3%	-3%
Clc1ccc(-c2cccs2)nn1	30	1	1%	0%	-3%	0%	1%	1%	0%	-0.1%	?
COc1ccc(Br)cc1CNCCSc1nnnn1C	-3	-1	2%	-1%	0%	2%	0%	2%	0%	0.0%	10%
CCN(CC)CCCNC(=O)CC1Sc2ccccc2NC1=O (centres undefined)	17	3	1%	-15%	-4%	17%	-4%	-2%	-2%	-0.3%	8%
C=CCc1c(N(CC)CC)nc(C)[nH]c1=O	-29	-1	-1%	-10%	-9%	.	1%	-6%	5%	-1.1%	-4%
